Screening data from PubChem.
p53 reactivation – mutant p53 re-activation in reporter cells; H1299 p53-A138V BP100-luciferase reporter, luminescence, 24 h; Potency, µM (doses to about 92.2 µM), without a hit: top-dose activity change, positive = activation, hits mostly activators; 320,000 tested, 0.063% active; also: potency is read from the fitted curve at half-maximal effect; % of control where 0% means no effect; nearly all actives have a fitted effect of over 45% in size
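p53-null H1299 cells stably carrying temperature-sensitive p53-A138V and a BP100-luciferase reporter were pinned with compounds (4-point, 1:5 series) and held 24 hrs at 37 deg C. Luminescence was read 10 min after detection reagent.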
NPC1 promoter act – NPC1 promoter activation; Huh7 NPC1 promoter luciferase reporter, 24 h; Potency, µM (series often up to 9.22 µM), without a hit: at the highest dose activation, usual class: activators; 320,000 tested, 2.4% active;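 also: potency is read from the fitted curve at half-maximal effect; % of control where 0% means no effect; nearly all actives have a fitted effect of over 60% in size; reporter is driven by a mutant NPC1 promoter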
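Huh7 cells stably carrying NPC1 promoter–luciferase, plated in Opti-MEM with 10% FBS for 2 h, were exposed to compound in DMSO for 24 h at 37 °C; luciferase reagent was added for 10 min and luminescence read.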
RORg inh – blocks mouse ROR gamma transcriptional activity; Drosophila S2 Gal4-RORgamma UAS-luciferase reporter, 20 h; Potency, µM (highest dose often 53.6 µM), inactives show at the highest dose activity change, negative = inhibition, usual class: inhibitors; P51450; AID 2551; 310,000 tested, 5.4% active; also: potency is read from the fitted curve at half-maximal effect; % is scaled to controls: 0 for no effect and ±100 for the full control effect; nearly all actives have a fitted effect of over 60% in size
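In this cell-based reporter format, copper sulfate (700 uM final) drives Gal4–ROR gamma fusion expression from a metallothionein promoter in Drosophila Schneider cells; compounds preincubated 1 hr, reporter read after 20 hr at ambient temperature.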
ELG1 DNA repair – blocks ELG1-dependent DNA repair in HEK293T cells; HEK293T ELG1-luciferase reporter, luminescence, 16 h; DNA damage induced by 5-fluorouridine; Potency, µM (doses to about 46.1 µM), inactives show at the highest dose activity change, negative = inhibition, most hits filed as inhibitors; 330,000 tested, 2.3% active; also: potency is read from the fitted curve at half-maximal effect; % is scaled to controls: 0 for no effect and ±100 for the full control effect; nearly all actives have a fitted effect of over 55% in size
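5-Fluorouridine DNA damage + compound/DMSO, 2,000 cells/well, 16 h, 37 °C/5% CO2. ONE-Glo, 30 min RT, luminescence. Readout = decrease in reporter signal.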
Tb PFK block – blocks T. brucei phosphofructokinase; O15648; T. brucei PFK, ADP-Glo luminescence; Potency, µM (titrated, usually from 57.5 µM), for inactives: at the highest dose activity, negative = inhibition, actives largely listed as inhibitors; 330,000 tested, 0.17% active; AID 485367;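 also: potency is read from the fitted curve at half-maximal effect; 0% = uninhibited 1x PFK enzyme wells and -100% = no-enzyme wells; nearly all actives have a fitted effect of over 60% in size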
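Activity is normalized to no-enzyme wells (full inhibition) and 1.25 nM enzyme wells (no inhibition). Reaction: 0.5 mM F6P, 0.1 mM ATP, 45 min RT, ADP-Glo luminescence; concentration-response curves fitted and classed by quality.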
BRCA1 expr up – increases BRCA1 expression; Potency, µM (titrated, usually from 46.1 µM), for the others: top-dose activation, usual class: activators; MCF7-BRCA1-FFLuc reporter, luminescence, 48 h; response scale: scaled: vehicle 0%, 10 µM genistein 100%; 380,000 tested, 1.1% active; AID 624202; also: potency is read from the fitted curve at half-maximal effect; nearly all actives have a fitted effect of over 80% in size; some results filed as inactive show a strong effect at the top dose
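Quantitative HTS in MCF7 cells stably reporting BRCA1 expression via firefly luciferase. Compound treatment lasts 48 h at 37 °C in phenol-red free MEM. Activation is expressed relative to genistein at 10 microM and DMSO.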
Rab9 promoter act – activates the Rab9 promoter | Huh7 Rab9 promoter-luciferase reporter, luminescence, 24 h | Potency, µM (top dose mostly 9.22 µM), without a hit: at the top dose activation, negative = inhibition, usual class: activators | 320,000 tested, 2.8% active; also: potency is read from the fitted curve at half-maximal effect; % of control where 0% means no effect; nearly all actives have a fitted effect of over 60% in size
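Cell-based reporter: Huh7 stable for Rab9 promoter-driven luciferase, plated in reduced-serum medium with 10% FBS at 1500 cells/well, compound-treated 24 h at 37 °C, luminescence read after 10 min reagent.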
FLuc counter – inhibits or activates purified firefly luciferase, miR-21 counter-screen; P08659; 360,000 tested, 6.9% active; purified FLuc, Km substrates, luminescence inhibition; Potency, µM (doses to about 57.5 µM), inactives show at the top dose activity change, negative = inhibition, hits mostly inhibitors;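 also: potency is read from the fitted curve at half-maximal effect; plate controls were vehicle for no effect and reference inhibitor for full effect; nearly all actives have a fitted effect of over 55% in size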
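Biochemical qHTS of compounds, final roughly 60 µM downward over six points, against 10 nM purified firefly luciferase using Km concentrations of substrates (10 uM D-luciferin, 10 uM ATP) in Tris acetate pH 7.5 buffer; luminescence output.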
ELG1 genotox – induces genotoxicity in HEK293T cells with luciferase-tagged ELG1; HEK293T ELG1-luciferase reporter, luminescence, 16 h; Potency, µM (series often up to 46 µM), for inactives: top-dose activity change, positive = activation, most hits filed as activators; 330,000 tested, 1.3% active; also: potency is read from the fitted curve at half-maximal effect; % of control where 0% means no effect; nearly all actives have a fitted effect of over 60% in size
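DMSO vehicle served as control against compound-treated ELG1-luciferase HEK293T cells; exposure lasted 16 hr at 37 °C and 5% CO2, followed by ONE-Glo luminescence detection after 30 min.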
TRPV1 agonist – agonists of human vanilloid receptor 1 (TRPV1); Q8NER1; 320,000 tested, 0.19% active; TRPV1-expressing cells, Fluo-8 calcium influx, agonist mode; activation, % at 8.33 µM; in the data active = activation above about 80%; inconclusive = between about 30% and that limit; also: 0% is about no effect
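TRPV1-expressing cells were cultured overnight at 35.5C and loaded with Fluo-8 calcium dye for 40 to 90 min at room temperature. After a 10 s baseline, compound was added and calcium influx was read kinetically for 3 min (ex 480/em 520 nm).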
Gal4-VP16 FLuc – Gal4-VP16 reporter inhibition counter-screen; Potency, µM (titrated, usually from 53.6 µM), for inactives: top-dose activity, negative = inhibition, most hits filed as inhibitors; Drosophila S2 Gal4-VP16 UAS-luciferase, luminescence, 20 h; 310,000 tested, 3.5% active;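 also: Gal4-VP16 expression switched on by copper sulfate through the metallothionein promoter; potency is read from the fitted curve at half-maximal effect; % is scaled to controls: 0 for no effect and ±100 for the full control effect; nearly all actives have a fitted effect of over 50% in size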
Active calls of the source: *; ? = inconclusive; . = no result given; [ ] = another dose, or the depositor's remark. Unless noted, calls follow the shape of the dose curve; as a rule, active = well fitted curve in the direction sought with a large enough effect; inconclusive = small, poorly fitted or top-dose-only effect, or another doubt; inactive = no such curve, though single readings can be large; an effect the other way counts as inactive or inconclusive.

SMILES	p53 reactivation	NPC1 promoter act	RORg inh	ELG1 DNA repair	Tb PFK block	BRCA1 expr up	Rab9 promoter act	FLuc counter	ELG1 genotox	TRPV1 agonist	Gal4-VP16 FLuc
CCn1c(C)nc2cc(C#N)ccc21	-2%	-10%	?	-3%	3%	-5%	3%	5%	-3%	2	-1%
COc1ccc2nc(Cl)c(C3CC(c4ccco4)=NN3C(=O)CCC(=O)O)cc2c1 (centres undefined)	-6%	-1%	3%	10%	0%	9%	-1%	0%	1%	19	?
N=c1oc2ccc(Cl)cc2cc1C(=O)NC1CCCCCC1	2%	0%	?	4%	3%	-6%	4%	?	7%	-3	10%
CC(C)(C)OC(=O)NCc1ccc(NC(=O)c2nc[nH]c2C(=O)N[C@@H](Cc2ccccc2)C(=O)OC(C)(C)C)cc1	4%	-1%	7.1µM*	?	4%	-66%	-1%	-2%	-5%	3	11µM*
O=c1oc(Nc2ccccc2Cl)nc2ccccc12	7%	3.5µM*	-43%	?	-2%	?	?	15µM*	21µM*	3	-19%[10 µM]
COc1ccc(OC)c(NC(=S)N2CCc3ccccc3C2)c1	-2%	-4%	18µM*	11%	18%	7%	-10%	-2%	3%	15	-9%
Cc1oc(C(C)(C)C)cc1C(=O)Nc1ccc2c(c1)OCCO2	.	.	?	.	.	78%	.	12µM*	.	?	?
Cc1cc(NC(=O)/C=C/c2ccccc2Cl)n(-c2nc3ccccc3[nH]2)n1	?	?	1.8µM*	?	9%	17%	2µM*	1.3µM*	7%	?	1.3µM*
CCOc1ccc(N2CC(C(=O)N3CCCc4ccccc43)CC2=O)cc1 (centres undefined)	-2%	0%	?	?	5%	-12%	0%	-18%	1%	0	0%
O=C(Nc1cnn(Cc2c(Cl)cccc2Cl)c1)C(c1ccccc1)c1ccccc1	0%	0%	8%	-26%	-4%	-23%	-1%	-4%	-9%	-1	5%
O=C(Nc1cccc(Cl)c1)N(CCCN1CCOCC1)Cc1ccccc1F	3%	1%	31%	-6%	-2%	-16%	-4%	-11%	1%	7	9%
Cc1ccc(C2=NS(=O)(=O)N(C)C(C(=O)NC3CCCCC3)=C2)cc1	.	-3%	-1%	0%	1%	0%	-1%	6%	5%	9	-6%
Cn1c(N)c(C(=O)COC(=O)c2ccco2)c(=O)n(C)c1=O	0%	2%	-3%	10%	2%	-8%	-7%	9%	1%	3	5%
COC(=O)C1=C(C)N(C)C(C)=C(C(=O)OC)C1c1ccccn1	-17%	-6%	-7%	22%	-1%	-13%	1%	4%	7%	-1	-2%
CC(NC(=O)CN1CCOCC1)c1ccccc1 (centres undefined)	13%	0%	?	0%	2%	-8%	9%	1%	-1%	-1	-1%
COc1cc(OC)c(/C=N/n2c(C3CCCCC3)n[nH]c2=S)c(OC)c1	0%	-2%	-35%	6%	?	-21%	-3%	-1%	4%	9	-2%
CC1=C(C(N)=O)C(c2sccc2C)n2nnnc2N1 (centres undefined)	0%	1%	-9%	5%	0%	-2%	-1%	7%	2%	-2	1%
COc1ccccc1/C=C/C=N/NC(=O)c1ccccn1	29%	2µM*	?	?	3%	5µM*	1.1µM*	8.5µM*	-9%	25	?
CCN(CC)CCN1C(=O)c2ccccc2NC1c1ccc(F)cc1 (centres undefined)	-5%	-4%	22%	-4%	0%	-4%	8%	2%	0%	2	-13%
CN=C(Nc1cc(C)nn1-c1ccccc1)c1ccc(F)cc1	1%	-2%	0%	34%	-6%	-1%	-3%	0%	0%	0	1%

Structures listed so far marked active in Rab9 promoter act:
smiles | p53 reactivation | NPC1 promoter act | RORg inh | BRCA1 expr up | Rab9 promoter act | TRPV1 agonist
Cc1cc(NC(=O)/C=C/c2ccccc2Cl)n(-c2nc3ccccc3[nH]2)n1 | ? | ? | 1.8µM* | 17% | 2µM* | ?
COc1ccccc1/C=C/C=N/NC(=O)c1ccccn1 | 29% | 2µM* | ? | 5µM* | 1.1µM* | 25

Next section
SMILES	p53 reactivation	NPC1 promoter act	RORg inh	ELG1 DNA repair	Tb PFK block	BRCA1 expr up	Rab9 promoter act	FLuc counter	ELG1 genotox	TRPV1 agonist	Gal4-VP16 FLuc
Cc1ccc(-c2cn3c(n2)CCCC3)cc1	8%	-11%	8.9µM*	-14%	-5%	1%	-6%	-6%	0%	?	?
CCOc1ccc(C(=O)OCC(=O)N2CC(C)OC(C)C2)cc1OCC (centres undefined)	1%	1%	-13%	9%	0%	13%	1%	1%	0%	-5	1%
CC(OC(=O)C1CCCC1)C(=O)Nc1ccc(S(N)(=O)=O)cc1 (centres undefined)	10%	-6%	.	0%	-7%	-23%	-1%	1%	1%	1	.
O=C(COC(=O)Cn1[nH]c(=O)c2ccccc2c1=O)Nc1c(Cl)cccc1C(F)(F)F	13%	1%	.	9%	12%	-1%	-3%	1%	-1%	-5	.
O=C(O)c1ccccc1C(=O)c1ccc(N2CCCC2)c([N+](=O)[O-])c1	8%	10%	-2%	?	-3%	0%	24%	24µM*	9%	0	3%
O=S(=O)(c1cnc[nH]1)N1CCN(c2ccccc2)CC1	2%	0%	19%	-1%	0%	-9%	-1%	2%	1%	-1	15%
CCC(C)CCN1C(N(C)C)=NC[C@@H]1C (some centres undefined)	-5%	1%	.	1%	-1%	5%	2%	-2%	0%	-1	.
CC(=O)N1CCN(c2ccc(S(=O)(=O)NCCN(C(C)C)C(C)C)cc2[N+](=O)[O-])CC1	2%	1%	-19%	5%	3%	2%	1%	3%	1%	0	-4%
Cc1ccc(NC(=O)C2CC(=O)n3ncnc3N2)cc1C (centres undefined)	0%	-24%	0%	0%	-1%	-10%	4%	3%	-1%	-3	7%
Oc1ccc(-c2nccc(-c3ccc(Cl)cc3)n2)cc1	26%	2%	18%	?	-5%	59%	13%	17µM*	?	18	-15%
O=C(CCNC(=O)c1ccc(Cl)cc1)NC1CCCc2ccccc21 (centres undefined)	10%	-2%	.	18%	-8%	-11%	5%	.	-6%	0	.
Cc1ccc(CS(=O)(=O)CCC(=O)NCC2CCCO2)cc1 (centres undefined)	-2%	-3%	0%	-2%	-5%	-1%	-8%	5%	2%	-2	-8%
Cc1noc(C)c1COc1ccccc1C(=O)N(C)CC(=O)Nc1ccc(F)c(F)c1F	-3%	1%	.	0%	-5%	2%	0%	.	0%	3	.
O=C(Cn1c2ccccc2c2nc3n(c(=O)c21)CCCS3)Nc1ccccc1	-10%	-6%	29%	5.2µM*	0%	0%	-7%	-2%	11%	-4	-9%
COc1ccc(N(CC(=O)Nc2cc(Cl)ccc2OC)S(=O)(=O)c2c(C)noc2C)cc1	?	-19%	-14%	-16%	-3%	-90%	-12%	0%	-2%	3	-2%
O=C(Nc1ccc(Br)cc1Cl)NC1CC1	1%	-5%	12%	-29%	-29%	-4%	-3%	-2%	-6%	7	-14%
COc1cc2cc(CN(Cc3cccnc3)C(=O)NCc3ccccc3)c(=O)[nH]c2cc1OC	-2%	1%	7%	?	5%	2%	0%	-1%	1%	?	-3%
NCCCCCC(=O)N/N=C/c1ccc2nccnc2c1	-3%	-1%	-16%	-4%	-2%	-16%	-1%	-1%	-2%	-1	5%
COC(=O)CN(n1cnnc1)S(=O)(=O)c1ccccc1	3%	0%	2%	9%	0%	7%	3%	7%	4%	-1	-15%
CCc1ccc(OCC(=O)NC(C)(C)C)cc1	17%	-2%	-6%	28%	0%	-1%	-3%	?	4%	28	-14%
COc1ccc(NC(=S)c2ccc(N(C)C)cc2)cc1	?	4µM*	?	?	-10%	?	1.3µM*	2.1µM*	?	?	21%
COc1ccc2oc(C(=O)NCC(Cc3ccccc3)N(C)C)c(C)c2c1 (centres undefined)	2%	12%	-17%	?	1%	3%	-1%	?	16%	1	-12%
CC1(C)CC(=O)C2=C(C1)OC(N)=C(C#N)C2c1cc2c(cc1[N+](=O)[O-])OCO2 (centres undefined)	1%	-1%	-13%	20%	-13%	-22%	-2%	-1%	0%	-1	-1%
NS(=O)(=O)c1ccc(NC(=O)Nc2ccc(C(F)(F)F)cc2)cc1	-1%	-2%	1%	0%	?	-1%	0%	-4%	1%	17	-1%
COc1c(Cl)cc(Cl)cc1C(=O)n1nc(C)cc1C	1%	3%	?	16%	1%	-2%	-3%	-2%	1%	-1	-12%
Cc1cccc(C)c1NC(=O)C(NC=O)c1ccc(Cl)cc1 (centres undefined)	-3%	0%	?	-2%	6%	-10%	-13%	-1%	18%	-5	-4%[0.365 µM]
O=C(CN1C(=O)NC2(CCOc3ccccc32)C1=O)Nc1ccc(F)c(F)c1F (centres undefined)	-1%	-1%	36%	4%	1%	-18%	-1%	1%	-4%	5	-1%

Compounds as they come. Share with any hit: about 15%.
